TCR act: Activators of T cell receptors: qHTS campaign; 330,000 tested, under 10 active; Potency, µM (series often up to 9.22 µM), inactives show at the highest dose activation of IL-2 secretion, hits mostly activators; primary human leukocytes, anti-CD3, IL-2 HTRF, 48 h; AID 504894, 2011; also: % of control where 0% means no effect
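Activity was scored as IL-2 release from primary human leukocytes given only a TCR signal (a-CD3 beads) plus compound for 48 hr. Detection used a two-antibody HTRF format read at 665nm.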
Mito fusion act: qHTS Assay for Small Molecule Inhibitors of Mitochondrial Division or Activators of Mitochondrial Fusion. 320,000 compounds, 0.23% hits. Potency, µM (doses to about 46.1 µM), without a hit: at the top dose growth rescue (activation), most hits filed as activators. S. cerevisiae fusion-defective mutant growth rescue, CellTiterGlo 48 h. AID 485298, 2010;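 also: potency is read from the fitted curve at half-maximal effect; % of control where 0% means no effect; nearly all actives have a fitted effect of over 45% in size; temperature-sensitive fusion mutants such as fzo1-1 at 37 °C on non-fermentable ethanol glycerol medium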
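S. cerevisiae fusion-defective temperature-sensitive mutants (e.g. fzo1-1, mgm1-5) grown 48 h at 37C in YPEG (ethanol/glycerol non-fermentable) medium with 23 nl compound per well; growth rescue read as CellTiterGlo luminescence.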
Eya2 phos inh: qHTS Assay for Inhibitors of the Phosphatase Activity of Eya2 | Protein phosphatase EYA2 (Homo sapiens), O00167 | recombinant Eya2, OMFP fluorescence dephosphorylation (OMFP is methylfluorescein phosphate) | Potency, µM (titrated, usually from 76.9 µM), without a hit: at the highest dose activity, negative = inhibition, actives largely listed as inhibitors | 330,000 compounds, 0.006% hits | AID 488837, 2010; also: potency is read from the fitted curve at half-maximal effect; % is scaled to controls: 0 for no effect and ±100 for the full control effect
Target sequence (O00167 whole entry, looked up): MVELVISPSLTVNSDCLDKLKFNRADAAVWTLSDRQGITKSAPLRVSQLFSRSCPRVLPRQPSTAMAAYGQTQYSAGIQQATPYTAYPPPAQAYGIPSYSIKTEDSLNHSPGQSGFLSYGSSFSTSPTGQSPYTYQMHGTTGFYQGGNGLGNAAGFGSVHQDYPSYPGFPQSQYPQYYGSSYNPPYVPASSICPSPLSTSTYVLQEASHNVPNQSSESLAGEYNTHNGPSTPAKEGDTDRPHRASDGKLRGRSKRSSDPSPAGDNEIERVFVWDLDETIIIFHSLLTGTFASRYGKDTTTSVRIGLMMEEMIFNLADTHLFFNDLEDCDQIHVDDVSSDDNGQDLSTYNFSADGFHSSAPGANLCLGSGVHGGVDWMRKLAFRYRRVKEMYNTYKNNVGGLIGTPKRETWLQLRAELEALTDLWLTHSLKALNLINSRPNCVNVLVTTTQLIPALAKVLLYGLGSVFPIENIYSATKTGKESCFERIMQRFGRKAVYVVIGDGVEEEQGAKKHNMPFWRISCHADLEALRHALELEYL
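Eya2 protein (added as 0.2 uM solution) was preincubated with compound for 10 min at ambient temperature in 50 mM HEPES pH 7.5, 50 mM NaCl, 5 uM MgCl2, 0.05% BSA, 1 mM DTT. OMFP (added at 50 uM) then reacted 10 min; fluorescence read at 485/525 nm.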
Tb PFK inh: qHTS Assay to Find Inhibitors of T. brucei phosphofructokinase. ATP-dependent 6-phosphofructokinase (Trypanosoma brucei brucei), O15648. T. brucei PFK, ADP-Glo luminescence. Potency, µM (doses to about 57.5 µM), inactives show top-dose activity, negative = inhibition, actives largely listed as inhibitors. 330,000 compounds, 0.17% hits. AID 485367, 2010;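 also: potency is read from the fitted curve at half-maximal effect; 0% = uninhibited 1x PFK enzyme wells and -100% = no-enzyme wells; nearly all actives have a fitted effect of over 60% in size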
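PFK 1.25 nM, F6P 0.5 mM, ATP 0.1 mM, 0.1 M TEA pH 8.0, 5 mM MgCl2, 0.01% Tween20, 0.1% BSA; 45 min RT. ADP-Glo readout. qHTS titration up to 57 uM; curves fitted, compounds curve-classed.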
ELG1 repair inh: qHTS screen for small molecules that inhibit ELG1-dependent DNA repair in human embryonic kidney (HEK293T) cells expressing luciferase-tagged ELG1; HEK293T ELG1-luciferase reporter, luminescence, 16 h; DNA damage induced by 5-fluorouridine; 330,000 compounds, 2.3% hits; Potency, µM (series often up to 46.1 µM), for the others: at the top dose activity change, negative = inhibition, actives largely listed as inhibitors; also: potency is read from the fitted curve at half-maximal effect; % is scaled to controls: 0 for no effect and ±100 for the full control effect; nearly all actives have a fitted effect of over 55% in size
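Quantitative HTS, concentration-response format. 2,000 cells/well co-treated with 5-fluorouridine and compound, 16 hr in 5% CO2 at 37 °C; ONE-Glo luminescence read after 30 min.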
Chronic BCR inh: qHTS Assay to Find Inhibitors of Chronic Active B-Cell Receptor Signaling | ABC-DLBCL IkBa-CBG/CBR reporter, luminescence ratio, 4 h | Potency, µM (highest dose often 46.1 µM), without a hit: top-dose ratio change, negative = lower green/red ratio, usual class: inhibitors | 340,000 compounds, 0.05% hits; active = well fitted inhibition curve with a large enough effect in the signal ratio, with a control signal flat, not every such curve was filed as active; inconclusive = small, poorly fitted or top-dose-only effect, or effect the other way, or a change in a side signal; the % refers to the signal ratio;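 also: potency is read from the fitted curve at half-maximal effect; plate controls were basal doxycycline-induced cells for no effect and cells given 10 µM MG132 for full effect; MG132 reads +100%, hits lower the ratio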
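Compounds up to 46 uM were incubated four hours with TMD8 cells whose green CBG68 luciferase is fused to IkappaBalpha; red CBR luminescence normalised the signal, and concentration-effect curves were fitted to fusion, red and ratio data.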
AT treatment: qHTS Assay for Identifying a Potential Treatment of Ataxia-Telangiectasia. […] A-T fibroblasts, KAP-1 phosphorylation AlphaLISA; neocarzinostatin DNA damage 30 min before lysis. Potency, µM (highest dose often 57.5 µM), without a hit: at the top dose activation, hits mostly activators. 320,000 compounds, 0.19% hits. AID 485349, 2010; also: potency is read from the fitted curve at half-maximal effect; % of control where 0% means no effect; nearly all actives have a fitted effect of over 45% in size
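hTERT-immortalized A-T patient fibroblasts ([…]), 500 cells/well in OPTI-MEM, 1% FBS, got compounds for 60 min, then NCS for 30 min at 37C. Lysates were then assayed for phospho-KAP-1 by AlphaLISA (anti-pKAP1 donor, anti-KAP1 acceptor beads), 6 hr at 25C.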
ASM inhibitor: Inhibitors of Secretory Acid Sphingomyelinase (S-ASM): qHTS; 340,000 compounds, 0.006% hits; placental ASM, HMU-PC fluorogenic substrate, 60 min; Potency, µM (highest dose often 57.5 µM), for the others: top-dose activity change, negative = inhibition, hits mostly inhibitors; Sphingomyelin phosphodiesterase (Homo sapiens), P17405; also: potency is read from the fitted curve at half-maximal effect
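HMU-PC0 cleavage (9 uM final) by human placental ASM, 60 min at 37 °C following 10 min compound exposure at RT; stopped at pH 10, fluorescence Ex 386/Em 447 nm.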
TSHR antag: Antagonists of the Thyroid Stimulating Hormone Receptor: HTS campaign; Thyrotropin receptor (Homo sapiens), P16473; TSHR-expressing cells, TSH-stimulated cAMP HTRF, 2 h; hits give low values; activity change, negative = inhibition, % at 11.5 µM; 330,000 compounds, 0.2% hits;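 active = activity change below a set negative limit, meaning inhibition stronger than a set level, cut at about -70% in these data; inconclusive = activity change between two set negative limits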; also: % is scaled to controls: 0 for no effect and ±100 for the full control effect
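TSHR-expressing cells were treated with compounds, then stimulated with TSH at EC80 (4nM final) for 2 hours at 37 deg C. Cellular cAMP was measured by HTRF competition between lysate cAMP and cAMP-d2 for a cryptate-labelled anti-cAMP antibody.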
Integrin act MD: qHTS for Activators of Integrin-Mediated Alleviation for Muscular Dystrophy | 350,000 compounds, 0.064% hits | alpha7betagal myoblasts, beta-gal FDG fluorescence, 48 h | Potency, µM (titrated, usually from 38.3 µM), inactives show top-dose activation, most hits filed as activators | AID 624291, 2012;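 also: potency is read from the fitted curve at half-maximal effect; 100% = response of the positive control SU9516; nearly all actives have a fitted effect of over 60% in size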
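Alpha7betagal+/- myoblasts (passage 13) were plated 16-24 hr, then exposed to compounds (1:260 dilution of DMSO stock) for 48 hours at 37C. After MPER lysis, β-galactosidase reporter activity was read as FDG fluorescence (ex 480/em 540) after 30 minutes.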
PTAP TSG101 blk: qHTS Assay for Iinhibitors of HIV-1 Budding by Blocking the Interaction of PTAP/TSG101; 340,000 tested, under 10 active; Fluorescence polarization, FITC-PTAP peptide / Tsg101 binding; Tumor susceptibility gene 101 protein (Homo sapiens), Q99816; Potency, µM (doses to about 115 µM), for inactives: top-dose activity change, negative = inhibition, hits mostly inhibitors; active = well fitted inhibition curve with a large enough effect in the main read-out, with a control signal flat, not every such curve was filed as active; inconclusive = small, poorly fitted or top-dose-only effect, or effect the other way, or a change in a side signal; inactive = no such curve, though single readings can be large or run the other way; also: potency is read from the fitted curve at half-maximal effect; % of control where 0% means no effect
Target sequence (Q99816 whole entry, looked up): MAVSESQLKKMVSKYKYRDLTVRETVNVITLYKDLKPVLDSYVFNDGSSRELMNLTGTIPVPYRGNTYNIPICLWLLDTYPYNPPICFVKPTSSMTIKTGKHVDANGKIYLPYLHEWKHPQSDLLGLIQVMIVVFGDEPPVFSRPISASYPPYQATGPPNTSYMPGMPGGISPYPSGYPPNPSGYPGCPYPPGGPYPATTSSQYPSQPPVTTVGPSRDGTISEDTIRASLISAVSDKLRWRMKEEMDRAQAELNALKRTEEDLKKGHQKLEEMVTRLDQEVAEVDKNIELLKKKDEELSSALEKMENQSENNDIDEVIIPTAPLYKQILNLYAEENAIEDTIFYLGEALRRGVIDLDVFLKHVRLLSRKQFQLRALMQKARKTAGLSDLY
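Fluorescence anisotropy tracks displacement of a FITC-tagged PTAP peptide (50 nM) from the Tsg101 binding domain (10 uM), following a 20 min room-temperature incubation at pH 7.5.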
Active calls of the source: *; ? = inconclusive; . = not tested or not shown; [ ] = another dose, or the depositor's remark. Unless noted, calls follow the shape of the dose curve; as a rule, active = well fitted curve in the direction sought with a large enough effect; inconclusive = small, poorly fitted or top-dose-only effect, or another doubt; inactive = no such curve, though single readings can be large; an effect the other way counts as inactive or inconclusive.

SMILES	TCR act	Mito fusion act	Eya2 phos inh	Tb PFK inh	ELG1 repair inh	Chronic BCR inh	AT treatment	ASM inhibitor	TSHR antag	Integrin act MD	PTAP TSG101 blk
O=C(O)c1ccc(NC2=C/C(=N/S(=O)(=O)c3ccccc3)c3ccccc3C2=O)cc1	.	11%	-8%	-5%	4.6µM*	?	3%	-1%	-74*	-61%[inhibitor]	-1%
CCOc1ccc(N2CC(C(=O)NCCc3ccccc3)CC2=O)cc1 (centres undefined)	1%	-2%	0%	-1%	-1%	0%	6%	1%	7	0%	0%
COc1ccc(-c2noc(N3CCCC(C(=O)Nc4ccc(C(C)=O)cc4)C3)n2)cc1 (centres undefined)	3%	-2%	6%	-1%	18%	-2%	-4%	?	-12	-16%	-2%
CCOc1cc2[nH]c(=S)n(Cc3ccc(C(=O)NCCCOC)cc3)c(=O)c2cc1OCC	-6%	5%	-7%	3%	23%	-9%	-1%	5%	12	-10%	0%
CCOC(=O)c1cc(S(=O)(=O)N2CCCC2)cn1C	-6%	-1%	-22%	-5%	5%	0%	8%	4%	0	3%	-8%
Cc1ccc(C)c(NC(=O)C2CCCN(S(=O)(=O)c3c(C)nn(C)c3C)C2)c1 (centres undefined)	-1%	-6%	-5%	0%	9%	1%	-2%	0%	14	12%	0%
CCC(C(=O)NC1CCCCC1)n1c(SCc2cccc(F)c2)nc2ccncc21 (centres undefined)	2%	-6%	-13%	-3%	-4%	-1%	19%	0%	-1	-14%	-1%
CC(=N\NC(=O)c1cc(Br)ccc1O)/C(=N/O)C(=O)Nc1ccccc1	-4%	0%	2%	3%	-1%	?	17%	-11%	-22	7%	-2%
CCOC(=O)c1cc(C(O)(C(F)(F)F)C(F)(F)F)c(/N=C/N(C)C)o1	.	-1%	9%	4%	3%	0%	-1%	-8%	-12	3%	-3%
O=C(Nc1ccccc1C(F)(F)F)C1CCN(C(=O)c2cccs2)CC1	4%	6%	-1%	1%	9%	-6%	2%	5%	13	0%	1%
OCCC1CN(Cc2ccc(-n3cccn3)cc2)CCN1Cc1ccccc1 (centres undefined)	3%	-9%	1%	-10%	-7%	-7%	0%	1%	-8	-8%	-3%
O=C(COc1ccccc1)NCc1cccs1	0%	2%	5%	-4%	20%	-7%	10%	1%	-2	16%	-2%
N#C/C(=C\c1ccc(Sc2nc3ccccc3[nH]2)o1)c1ccccc1	5%	?	9%	2%	?	?	.	6%	?	-24%	-2%
CC(=O)c1ccc(NC(=O)NCc2ccc(F)cc2)cc1	-1%	-7%	-6%	?	-13%	1%	0%	-3%	13	27%	-1%
S=C(NCCCN1CCOCC1)Nc1ccc(Nc2ccccc2)cc1	-1%	0%	12%	-1%	5%	-7%	2%	2%	-8	-10%	-4%
CC(NC(=O)CNC(=O)c1cccc(Cl)c1)c1ccccc1 (centres undefined)	-8%	?	7%	0%	?	0%	?	2%	2	27%	3%
COc1cc(OC)c(NC(=S)NCc2ccccc2)cc1Cl	11%	-3%	-11%	-3%	-1%	0%	-1%	-2%	6	0%	-4%
Cc1cc(F)ccc1NC(=O)c1cc(S(=O)(=O)N2CCCC2)cn1C	0%	-10%	8%	4%	-2%	?	6%	1%	27	-12%	-3%
COc1ccc(-c2noc(CCCC(=O)NCc3ccco3)n2)cc1OC	-5%	1%	22%	2%	-11%	?	2%	-2%	-11	-3%	-2%
CO/N=C/CC(=O)c1ccc([N+](=O)[O-])c(CS(=O)(=O)c2ccc(Cl)cc2)c1	2%	6%	-13%	0%	?	4%	10%	-5%	-2	3%	-7%
CCCCn1c(N)c(N(CCC(C)C)C(=O)C2CC(=O)N(c3cccc(SC)c3)C2)c(=O)[nH]c1=O (centres undefined)	-2%	0%	3%	1%	0%	?	.	70%[activator]	1	-12%	2%
COc1ccc([C@H](NC(=O)OC(C)(C)C)C(=O)OC(C)(C)C)cc1	-12%	2%	-23%	2%	26%	-4%	19%	-3%	7	13%	-8%
Cc1ccc2cc(CN(C(=O)c3cccnc3)C(C)C)c(=O)[nH]c2c1	0%	-1%	-34%	-2%	18%	-3%	-3%	8%	1	2%[7.66 µM]	-4%
Cc1ccccc1Nc1c(-c2ccncc2)nc2ccc(Br)cn12	-3%[46.1 µM]	16%	-11%	2%	-11%	-1%	7%	-4%	-16	-2%	-2%
CC(=O)Nc1ccc(NC(=O)c2ccc(N(C)S(=O)(=O)c3ccc(C)cc3)cc2)cc1	-2%	1%	-7%	1%	12%	0%	31%	2%	-10	25%	-1%

6 entries from above in another layout.
| Structure | TCR act | Mito fusion act | Eya2 phos inh | Tb PFK inh | ELG1 repair inh | Chronic BCR inh | AT treatment | ASM inhibitor | TSHR antag | Integrin act MD | PTAP TSG101 blk |
| --- | --- | --- | --- | --- | --- | --- | --- | --- | --- | --- | --- |
| CCOc1cc2[nH]c(=S)n(Cc3ccc(C(=O)NCCCOC)cc3)c(=O)c2cc1OCC | -6% | 5% | -7% | 3% | 23% | -9% | -1% | 5% | 12 | -10% | 0% |
| CCOC(=O)c1cc(C(O)(C(F)(F)F)C(F)(F)F)c(/N=C/N(C)C)o1 | . | -1% | 9% | 4% | 3% | 0% | -1% | -8% | -12 | 3% | -3% |
| CCOc1ccc(N2CC(C(=O)NCCc3ccccc3)CC2=O)cc1 (centres undefined) | 1% | -2% | 0% | -1% | -1% | 0% | 6% | 1% | 7 | 0% | 0% |
| COc1ccc(-c2noc(CCCC(=O)NCc3ccco3)n2)cc1OC | -5% | 1% | 22% | 2% | -11% | ? | 2% | -2% | -11 | -3% | -2% |
| CC(=O)c1ccc(NC(=O)NCc2ccc(F)cc2)cc1 | -1% | -7% | -6% | ? | -13% | 1% | 0% | -3% | 13 | 27% | -1% |
| N#C/C(=C\c1ccc(Sc2nc3ccccc3[nH]2)o1)c1ccccc1 | 5% | ? | 9% | 2% | ? | ? | . | 6% | ? | -24% | -2% |

Next part:
SMILES	TCR act	Mito fusion act	Eya2 phos inh	Tb PFK inh	ELG1 repair inh	Chronic BCR inh	AT treatment	ASM inhibitor	TSHR antag	Integrin act MD	PTAP TSG101 blk
C#CCOC(=O)c1ccccc1C(=O)N(CC)CC	-5%	-1%	-14%	-4%	-1%	6%	1%	2%	1	15%[7.66 µM]	0%
CN(C(=O)COC(=O)CCc1c[nH]c2ccccc12)c1ccccc1	5%	9%	14%	0%	7%	-4%	5%	.	11	5%	-1%
Nc1cc(C(=O)OCC(=O)NCc2ccco2)ccc1Cl	-2%	-5%	-5%	-22%	7%	?	-9%	1%	7	-5%	-2%
CN(C)S(=O)(=O)c1ccc(NC(=O)C2CC(=O)N(Cc3ccccc3)C2)cc1 (centres undefined)	-57%	-2%	11%	-6%	0%	0%	8%	0%	23	-9%	-5%
O=C(Nc1cnn(Cc2c(Cl)cccc2Cl)c1)c1ccc([N+](=O)[O-])cc1	-4%	-8%	-6%	1%	?	?	6%	-2%	29	-31%	-9%
CC1CCC(NC(=O)CN(C)S(=O)(=O)c2cccc3cccnc23)CC1 (centres undefined)	-4%	5%	-25%	1%	-19%	-9%	-7%	2%	-5	-16%	-5%
